# Screening results (PubChem)
# LRH-1 inv ag = LRH-1 (NR5A2) inverse agonists, primary screen, cell-based, luminescence, HEK293T, StAR-luciferase reporter; 360,000 compounds, 0.13% hits; Nuclear receptor subfamily 5 group A member 2 (Homo sapiens), O00482; LRH-1 transfected, 24 h; AID 602396, 2012; inhibition, % at 3.6 µM;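 active = inhibition above the mean inhibition of all tested compounds plus 3 SD, cut at about 73% in these data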;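 also: 0% = DMSO wells and 100% = reporter-only cells lacking LRH-1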
# Target sequence (O00482 whole entry, looked up): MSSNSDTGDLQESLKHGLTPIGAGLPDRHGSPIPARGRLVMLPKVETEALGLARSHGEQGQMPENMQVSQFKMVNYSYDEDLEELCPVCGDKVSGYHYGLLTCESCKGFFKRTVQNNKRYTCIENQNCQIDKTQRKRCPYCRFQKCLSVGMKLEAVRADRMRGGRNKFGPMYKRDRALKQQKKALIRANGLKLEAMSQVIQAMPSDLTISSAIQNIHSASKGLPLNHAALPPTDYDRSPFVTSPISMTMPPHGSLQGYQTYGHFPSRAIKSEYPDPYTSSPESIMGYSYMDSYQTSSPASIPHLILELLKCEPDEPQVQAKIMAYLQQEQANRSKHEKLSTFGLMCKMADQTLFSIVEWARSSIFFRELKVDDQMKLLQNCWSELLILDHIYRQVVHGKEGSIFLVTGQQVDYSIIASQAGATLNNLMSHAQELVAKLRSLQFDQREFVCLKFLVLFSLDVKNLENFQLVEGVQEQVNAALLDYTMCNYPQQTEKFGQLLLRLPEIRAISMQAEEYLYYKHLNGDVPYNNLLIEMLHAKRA
# NCOA3 inh = SRC3 coactivator transcriptional activity inhibitors, primary screen, cell-based, luminescence; HEK293 GAL4-SRC3 luciferase reporter; inhibition, % at 3.6 µM; AID 588352, 2011; 360,000 compounds, 0.17% hits; Nuclear receptor coactivator 3 (Homo sapiens), Q9Y6Q9;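 active = inhibition above a per-campaign cutoff, the mean of all compounds plus 3 SD, cut at about 60% in these data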;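 also: 0% = DMSO-treated cells and 100% = gossypol-treated cells at 36 µM; higher means less SRC3-driven luciferase light from the GAL4 reporter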
# TRAIL sens C8 = viability loss with TRAIL in NB7+C8 cells, primary screen, TRAIL sensitizer project, cell-based, ATPlite luminescence. inhibition (viability loss, TRAIL sensitization), % at 10 µM. 360,000 compounds, 1% hits. AID 624354, 2012;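 active = compounds causing at least 50% loss of cell viability in the single-dose screen, relative to plate controls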
# NCOA1 inh = SRC1 coactivator transcriptional activity inhibitors, primary screen, cell-based, luminescence. Nuclear receptor coactivator 1 (Homo sapiens), Q15788. inhibition, % at 3.6 µM. 360,000 compounds, 0.12% hits. HEK293 GAL4-SRC1 luciferase reporter. AID 588354, 2011;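 active = inhibition above the campaign mean plus 3 SD, with each screening campaign given its own cutoff, cut at about 60% in these data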;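 also: 0% = DMSO treated cells and 100% = gossypol at 36 µM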
# CF NFkB inh = inhibitors of PAF-induced NF-kB signaling, primary screen, cell-based, GFP fluorescence, uHTS | KKLEB NF-kB-GFP reporter, GFP fluorescence overnight | inhibition, % at 5 µM | 360,000 compounds, 0.86% hits;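 active = at least 50% inhibition at 5 µM, scaled per plate between neutral and stimulator controls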;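 also: PAF is a Pseudomonas aeruginosa culture filtrate used as stimulus; plate controls were PAF-stimulated DMSO wells for no effect and unstimulated DMSO wells for full effect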
# NR2F2 inh = NR2F2 transcriptional activity inhibitors, primary screen, cell-based, luciferase reporter, HEK293T, luminescence | COUP transcription factor 2 (Homo sapiens), P24468 | HEK293T NGFI-A luciferase reporter | inhibition, % at 8.6 µM | 370,000 compounds, 0.7% hits | AID 686940, 2013;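 active = inhibition above a per-plate cutoff, mean inhibition of test wells between control levels plus 3 SD, cut at about 38% in these data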;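 also: cells cotransfected with COUP-TFII expression vector driving the NGFI-A reporter; 0% = median of COUP-TF2 test wells and 100% = reporter-only cells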
# Target sequence (P24468 whole entry, looked up): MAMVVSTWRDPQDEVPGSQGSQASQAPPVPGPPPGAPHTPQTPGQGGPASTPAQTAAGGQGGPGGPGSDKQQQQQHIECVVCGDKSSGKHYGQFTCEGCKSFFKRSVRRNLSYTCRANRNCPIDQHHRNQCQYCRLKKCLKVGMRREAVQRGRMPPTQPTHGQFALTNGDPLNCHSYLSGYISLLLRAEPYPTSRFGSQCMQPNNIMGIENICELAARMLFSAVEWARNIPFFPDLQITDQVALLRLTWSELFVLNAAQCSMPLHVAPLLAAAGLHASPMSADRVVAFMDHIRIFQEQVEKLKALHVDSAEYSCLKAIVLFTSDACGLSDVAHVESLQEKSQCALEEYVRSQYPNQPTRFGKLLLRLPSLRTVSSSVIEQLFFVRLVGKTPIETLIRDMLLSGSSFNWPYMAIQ
# TWEAK-Fn14 inh = inhibitors of TWEAK-Fn14 signaling, primary screen, luciferase reporter cells, uHTS; TWEAK-stimulated Fn14 reporter cells, luciferase luminescence, 8 h; inhibition, % at 10 µM; 360,000 compounds, 2% hits; in the data active = inhibition above about 50%
# Shn3 3UTR inh = reduction of Shn3 3'UTR firefly luciferase signal, primary screen, Schnurri-3 inhibitor project, cell-based, Clone20 osteoblasts, set 2 | Clone20 osteoblast Shn3 3'UTR firefly luciferase, 24 h | AID 588674, 2011 | inhibition, % at 12.5 µM | 360,000 compounds, 0.52% hits;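 active = mean inhibition of at least 75% with every replicate also reaching 75%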;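 also: 0% = median of neutral control wells and 100% = pilot-screen positive control compound; some compounds past the cut are filed as inactive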
# KKLEB tox = cytotoxicity in KKLEB CF airway cells, primary screen, cytotoxicity control for CF NF-kB inhibitor project, cell-based, uHTS, fluorescence assay plates; KKLEB CF airway cells viability, ATPlite luminescence, overnight; stronger effect = lower value; cells stimulated with P. aeruginosa culture filtrate; activity change (cytotoxicity), % at 5 µM; 360,000 compounds, 0.36% hits; AID 602141, 2011;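 active = corrected activity change at or below -50% at 5 µM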
# LMP1 NFkB inh = EBV LMP1-driven NF-kappaB luciferase reporter inhibitors, primary screen, cell-based, luminescence, single point. LMP1-induced NF-kappaB luciferase reporter cells. inhibition, % at 12.5 µM. 350,000 compounds, 0.69% hits. AID 504558, 2011; in the data active = inhibition above about 41%;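 also: 0% = neutral control wells and 100% = reference inhibitor control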
# TROY NFkB inh = inhibitors of TROY-driven NF-kB signaling, primary screen, Q293 LMP1-TROYcd cells, NF-kB luciferase, uHTS; Q293 LMP1-TROYcd NF-kB luciferase reporter, 4 h; inhibition, % at 10 µM; 360,000 compounds, 0.98% hits; AID 1347056, 2019;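 active = compounds whose plate-normalised and pattern-corrected inhibition of the luciferase reporter signal at the single screening dose is 50% or more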
# * marks the source's active call; other numbers are inactive results; nt = no result given. An excerpt. The share of hits here may be higher or lower than overall.
SMILES,LRH-1 inv ag,NCOA3 inh,TRAIL sens C8,NCOA1 inh,CF NFkB inh,NR2F2 inh,TWEAK-Fn14 inh,Shn3 3UTR inh,KKLEB tox,LMP1 NFkB inh,TROY NFkB inh
Cc1ccc(NC(=O)/C(C#N)=C/c2ccc(C)s2)c(C)c1,-3,-25,0,-52,-16,-13,-27,-35,5,-13,-43
O=C(NNC(=O)c1ccccc1-n1cccc1)c1cccnc1,1,-11,9,-25,-11,-4,-4,-16,2,-10,-11
COC(=O)C1C(=O)c2c([nH]c(C(=O)OCCSC)c2C)CC1C (stereo not drawn),-53,-32,34,-47,6,-9,-2,-58,-4,-15,-57
Cn1c(SCC(=O)N2CCc3ccccc32)nnc1C1CC1,3,-17,11,-10,-12,-19,3,-7,7,-6,14
O=C(CC[C@H]1O[C@@H](n2ccc(=O)[nH]c2=O)[C@H](O)[C@@H]1O)N[C@H](Cc1ccccc1)C(=O)NCC1CCCCC1,-10,17,5,-6,7,7,-8,-24,0,nt,10
O=C(c1cc(-c2ccccc2)on1)N1CCCCCC1,-151,-113,-11,-108,-4,-40,12,-116,-8,-22,-105
CN(C(=O)c1ccc2c(c1)OCO2)C1(C)CCS(=O)(=O)C1 (stereo not drawn),8,7,18,-5,-10,9,8,-7,10,1,0
CN(Cc1cc2ccccc2[nH]c1=O)S(C)(=O)=O,15,6,3,-11,-21,18,3,-3,-15,-6,-2
COc1ccc(Cc2nnc(NC(=O)C(C)C)s2)cc1,-6,27,-7,-2,-1,9,9,25,13,-6,-5
CC(=O)N/C(=C\c1ccccc1)C(=O)OC(C)C(=O)Nc1ccccc1F (stereo not drawn),26,0,-1,-19,4,14,-7,-16,2,1,-1
CC(Cl)C(=O)N1c2ccccc2CCc2ccccc21 (stereo not drawn),4,5,5,-5,-4,-3,-1,15,-10,3,23
O=C(NC1CCCc2ccccc21)c1ccccc1 (stereo not drawn),8,-9,-9,-4,13,7,-3,-118,-2,1,7
CC1Sc2ccc(S(=O)(=O)N3CCC(C(=O)N4CCN(C)CC4)CC3)cc2NC1=O (stereo not drawn),-7,-19,-14,0,1,1,-9,2,3,-4,2
COc1ccc(CCNC(=O)c2cc3c(=O)n4ccccc4nc3n(CC3CCCO3)c2=N)cc1 (stereo not drawn),9,7,9,14,9,0,-15,8,-18,0,9
Cc1nnc(CN(C)C(=O)c2cc(COc3ccc(F)cc3Cl)on2)o1,-50,-32,20,-167,17,-33,-14,-47,-12,-7,-42
Cc1ccc(COc2ccc3c(c2)OCO3)cc1,-64,-75,18,-71,-8,-49,-33,-107,6,-23,-73
COCCNC(=S)N/N=C(\C)c1ccc(O)cc1,3,5,4,-65,-12,-13,6,14,11,-7,-10
CCc1nnc(NC(=O)CSc2nnc(CNc3ccc(C)cc3)n2C)s1,12,4,-2,-13,13,14,6,-22,-9,-12,-19
Clc1cccc(-c2ccc(CNCCCN3CCOCC3)o2)c1,-2,15,1,14,3,-21,5,10,-27,-3,11
O=C(CCC1CCCN(Cc2cccc3c2OCO3)C1)NCc1ccc(F)c(F)c1 (stereo not drawn),11,8,1,-2,14,-2,-20,28,-5,6,-3

# Sorted by value in LMP1 NFkB inh (ascending): three from the list above.
Compound | LRH-1 inv ag | NCOA3 inh | NCOA1 inh | CF NFkB inh | NR2F2 inh | TWEAK-Fn14 inh | Shn3 3UTR inh | LMP1 NFkB inh
COCCNC(=S)N/N=C(\C)c1ccc(O)cc1 | 3 | 5 | -65 | -12 | -13 | 6 | 14 | -7
O=C(NC1CCCc2ccccc21)c1ccccc1 (stereo not drawn) | 8 | -9 | -4 | 13 | 7 | -3 | -118 | 1
CC(Cl)C(=O)N1c2ccccc2CCc2ccccc21 (stereo not drawn) | 4 | 5 | -5 | -4 | -3 | -1 | 15 | 3

# Next results
SMILES,LRH-1 inv ag,NCOA3 inh,TRAIL sens C8,NCOA1 inh,CF NFkB inh,NR2F2 inh,TWEAK-Fn14 inh,Shn3 3UTR inh,KKLEB tox,LMP1 NFkB inh,TROY NFkB inh
COc1cccc([C@@H]2CC=C(C(=O)O)[C@H](c3ccccc3F)N2S(=O)(=O)c2ccc(C)cc2)c1,2,2,5,-6,0,10,8,-4,1,4,3
Cc1nnc(SCC(=O)N2CCCCC2)s1,-13,-6,-9,-3,3,0,2,14,-10,-7,-10
COc1ccc(Cn2ccnc2SCC(=O)Nc2ccc(F)cc2F)cc1,15,-20,-12,3,-3,12,-17,19,-2,-2,-5
O=C(COC(=O)C1CC1)Nc1ccc(Cl)cc1Cl,-12,-18,-4,-10,44,6,0,-13,-21,-3,-6
O=c1c2ccccc2nc(SCc2ccc([N+](=O)[O-])cc2)n1CCCO,19,9,-6,-26,-6,12,-22,-12,-8,1,2
O=C(N/N=C/c1cccc(Br)c1)c1ccc(N2CCCC2=O)cc1,-17,2,13,-6,4,4,1,-15,13,-1,0
O=C(c1cccnc1)N1c2ccccc2Sc2ccccc21,-4,16,-16,-7,-10,-5,13,32,8,6,15
Cc1ccc(S(=O)(=O)N(C)C)cc1NC(=O)COC(=O)C1COc2ccccc2O1 (stereo not drawn),-1,4,3,-27,13,1,-22,-2,-8,-5,-2
COc1cc2c(cc1OC)C(C(C)C)=NC(C)(C)C2,-1,-10,-6,-2,4,-6,14,1,-2,-11,10
O=C(c1ccccc1)c1cccc(C(=O)c2ccccc2)c1,-16,-49,10,-10,19,nt,1,15,5,-3,1
Cc1ccc(S(=O)(=O)N(C)C)cc1NC(=O)C(C)OC(=O)C1CCC1 (stereo not drawn),6,9,-5,2,23,-20,-12,7,6,-3,-8
COc1ccc(N=Cc2cc(Cc3ccccc3Cl)cc([N+](=O)[O-])c2O)cc1OC,-4,2,0,0,46,nt,-14,11,37,9,31
CN(C)c1cc[n+](CC(=O)Nc2cc(C(F)(F)F)ccc2Cl)cc1,21,24,-16,3,20,-7,26,-34,-14,9,-5
CCn1cnc2cc(NCc3ccc(Cl)cc3)ccc21,-101,-79,15,-152,3,-21,14,-63,-3,-17,20
c1ccc(CN2CCC(Nc3nc(-c4ccccc4)nc4ccccc34)CC2)cc1,-7,3,7,5,-5,-13,24,33,-7,-48,-32
COC(=O)C1CCCN1S(=O)(=O)c1ccccc1NC(=O)c1cc(OC)c(OC)c(OC)c1 (stereo not drawn),19,8,-12,13,-4,-11,1,11,4,4,0
CC(C)(C)C(Cn1ccnc1)NC(=O)c1ccc2nc(C3CC3)oc2c1 (stereo not drawn),2,2,2,-25,-10,13,-12,-11,18,7,-19
CCN(c1ccccc1)S(=O)(=O)c1cc(C(=O)OCC(=O)c2c(N)n(C)c(=O)n(C)c2=O)ccc1C,-11,-10,23,-11,9,3,8,17,2,-5,16
CC(NC(=O)COC(=O)C12CC3CC(CC(Br)(C3)C1)C2)c1ccccc1 (stereo not drawn),-4,8,4,6,21,-1,14,-14,-7,4,-17
Cc1ccc(C2/C(=C(/O)c3ccc(Cl)cc3)C(=O)C(=O)N2CC2CCCO2)o1 (stereo not drawn),2,6,-7,-8,6,9,20,3,10,7,16
O=C(O)CCSCC(=O)c1ccc2c(c1)OCCO2,8,22,-18,11,20,34,23,3,2,13,14
Cc1ccc(C(C)C)c(OCc2ccc(C(=O)N/N=C/c3cccc(O)c3O)cc2)c1,3,65*,40,50,25,15,40,94*,1,24,-31
Cc1ccc(S(=O)(=O)N2CCCCC2)cc1C(=O)N1CCCCCC1,5,-6,-9,-3,-3,-1,13,13,-9,-2,8
CCN(CC)S(=O)(=O)c1ccc(C(=O)NNC(=O)c2csc(N3CCOCC3)n2)cc1,-7,-4,1,-20,-30,9,-8,17,27,5,8
CCc1ccc(NC(=O)COC(=O)CCc2nc3cc(S(=O)(=O)N(CC)CC)ccc3n2C)cc1,6,8,3,-1,6,13,10,0,2,5,3
Cc1noc(NS(=O)(=O)c2ccc(NC(=O)CSc3nc4c(cc3C#N)CCCC4)cc2)c1C,-10,14,0,16,-2,-8,-9,-14,0,6,11
O=C(Nc1ccccc1C(=O)N1CCOCC1)c1ccc(Br)cc1,5,-2,-17,-26,8,nt,-6,4,-6,-11,-2
CC(C)c1nnc(NC(=O)c2cccc(-n3cnnn3)c2)s1,-26,12,-3,-22,-8,-7,-10,-32,4,-3,-16
CCn1ccc2c(OCC(=O)NCCc3ccc(OC)c(OC)c3)cccc2c1=O,12,0,4,8,-1,7,-24,6,19,-2,-17
Cc1cccc(C(O)(C(=O)NNc2ccc3ccccc3n2)c2cccc(C)c2)c1,1,4,-1,-8,-14,5,11,15,8,2,4
COc1ccc2c(c1)c(N=O)c(O)n2C,1,-7,-5,-9,6,-7,12,-4,9,0,-17
Cc1cc(C)nc(N2N=C(C(F)(F)F)CC2=O)n1,1,20,-6,14,-2,4,2,3,10,-2,0
Nc1nc(N)c2cc(Sc3ccc4ccccc4c3)ccc2n1,-1,19,73*,13,35,3,52*,85,-16,nt,84*
CCOc1cc(S(=O)(=O)N2CCCCC2)ccc1Cl,-16,13,3,5,17,16,8,nt,-1,7,-4
Cc1ccc(CNS(=O)(=O)c2ccc(CN3C(=O)c4cccnc4C3=O)cc2)o1,9,-10,-10,20,1,3,9,-10,2,0,-4
NC(=O)c1ccc(NCCCN2CCOCC2)c([N+](=O)[O-])c1,-3,5,-4,-1,-6,0,-1,3,-12,-2,10
O=C(NCCc1c[nH]c2ccccc12)C(=O)NCC1OCCCN1S(=O)(=O)c1cc(F)ccc1F (stereo not drawn),26,-11,-6,-26,21,8,16,29,-15,0,18
Cc1ccc(OCC(=O)Nc2ccc(-c3nc4ncccc4o3)cc2)c(C)c1,-11,-3,5,2,-1,-14,6,5,6,0,6
Cn1c(SCc2c(F)cccc2Cl)nnc1-c1cccs1,-100,-81,0,-78,-3,-23,-20,-40,-18,-4,-71
O=C(CN(Cc1ccccc1)C(=O)CCC(=O)Nc1nccs1)NCc1ccccc1,13,19,-9,8,-17,1,43,17,4,-1,4
COc1cccc(Cn2cnc(-c3ccccc3OC)c2-c2cc(C)cc(C)c2)c1,-18,nt,12,nt,nt,5,1,nt,nt,nt,17
O=C(CN1C(=O)c2ccccc2S1(=O)=O)NCc1ccccn1,-4,-16,-6,-15,-2,-11,-8,0,-3,7,-27
CCC(CC)C(=O)NCc1ccc(OC)cc1,20,-4,-43,5,-15,-17,0,9,14,0,-3
Cn1cc(Cl)c(C(=O)Nc2cccc(Cl)c2Cl)n1,0,-31,-5,-26,7,11,-42,-71,-5,-12,-56
